Screens (PubChem BioAssay)
RGS4 inh: Inhibitors of Regulator of G Protein Signaling (RGS) 4: qHTS; Regulator of G-protein signaling 4 (Homo sapiens), P49798; Transcreener GDP fluorescence polarization, RGS4-accelerated GTP hydrolysis; Potency, µM (titrated, usually from 114 µM), for the others: at the highest dose activity change, negative = inhibition, most hits filed as inhibitors; 390,000 compounds, 0.039% hits; AID 504845, 2011; also: potency is read from the fitted curve at half-maximal effect; % is scaled to controls: 0 for no effect and ±100 for the full control effect; nearly all actives have a fitted effect of over 75% in size; some results filed as inactive show a strong effect at the top dose
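MLSMR compounds (23 nl, pin-transferred) preincubated 10 min at room temperature with a 500nM (2x) first reagent, then RGS4 at 900nM (2x) plus Transcreener GDP mix added; fluorescence polarization (620/688 nm) read before and after 90 min at 30 °C.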
POLK inh: qHTS for Inhibitors of Polymerase Kappa; DNA polymerase kappa (Homo sapiens), Q9UBT6; purified Pol kappa, fluorescent DNA synthesis assay, 10 min; Potency, µM (titrated, usually from 107 µM), without a hit: at the top dose activity, negative = inhibition, hits mostly inhibitors; 400,000 compounds, 0.53% hits; AID 588579, 2011; also: potency is read from the fitted curve at half-maximal effect; % is scaled to controls: 0 for no effect and ±100 for the full control effect
Target sequence (Q9UBT6 whole entry, looked up): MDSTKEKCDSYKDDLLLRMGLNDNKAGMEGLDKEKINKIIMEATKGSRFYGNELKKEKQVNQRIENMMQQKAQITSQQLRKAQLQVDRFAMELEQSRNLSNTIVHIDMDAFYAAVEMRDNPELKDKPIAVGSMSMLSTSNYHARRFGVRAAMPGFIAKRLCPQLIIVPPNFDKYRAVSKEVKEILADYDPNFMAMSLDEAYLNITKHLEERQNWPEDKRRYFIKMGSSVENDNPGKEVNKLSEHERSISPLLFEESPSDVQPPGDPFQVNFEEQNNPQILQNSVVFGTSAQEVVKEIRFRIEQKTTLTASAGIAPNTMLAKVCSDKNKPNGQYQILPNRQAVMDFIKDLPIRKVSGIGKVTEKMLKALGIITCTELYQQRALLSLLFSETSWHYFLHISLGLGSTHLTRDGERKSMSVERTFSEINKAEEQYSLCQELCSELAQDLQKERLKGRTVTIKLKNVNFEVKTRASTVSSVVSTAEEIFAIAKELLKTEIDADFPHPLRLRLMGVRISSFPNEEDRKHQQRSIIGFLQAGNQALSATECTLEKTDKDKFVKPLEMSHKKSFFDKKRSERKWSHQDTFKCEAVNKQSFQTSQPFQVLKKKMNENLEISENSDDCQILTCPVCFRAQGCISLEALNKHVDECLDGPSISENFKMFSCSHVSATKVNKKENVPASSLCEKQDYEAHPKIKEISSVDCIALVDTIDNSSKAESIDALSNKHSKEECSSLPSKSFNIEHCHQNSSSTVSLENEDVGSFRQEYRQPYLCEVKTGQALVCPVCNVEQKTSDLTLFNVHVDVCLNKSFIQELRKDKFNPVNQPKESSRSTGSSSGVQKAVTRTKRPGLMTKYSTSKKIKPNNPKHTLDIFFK
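Fluorescent qHTS in 1536-well format: enzyme (10 nM) and compound sat 15 min at room temperature before 50 nM substrate (final) was added. Signal taken at 0 and 10 min; no-enzyme buffer wells were negative controls.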
12-LOX inh: Primary qHTS assay for inhibitors of human arachidonate 12S-lipoxygenase (ALOX12): Round 2; Potency, µM (series often up to 108 µM), for inactives: at the top dose activity change, negative = inhibition, actives largely listed as inhibitors; AID 1671190, 2021; Polyunsaturated fatty acid lipoxygenase ALOX12 (Homo sapiens), P18054; purified 12hLO, xylenol orange hydroperoxide absorbance; 580,000 compounds, 1.1% hits; also: potency is read from the fitted curve at half-maximal effect; % is scaled to controls: 0 for no effect and ±100 for the full control effect
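Purified human 12hLO at 150 nM in 25 mM Hepes, 0.01% Triton X-100, pH 7.0, preincubated 15 min at room temperature with compound. Reaction started with 40 uM arachidonic acid, 30 min at room temperature. Hydroperoxide measured by Fe-xylenol orange, 573/405 nm absorbance ratio.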
Pol beta inh: qHTS Assay for Inhibitors of DNA Polymerase Beta. P06746. Pol beta primer extension/strand displacement, fluorescence kinetic. Potency, µM (series often up to 114 µM), inactives show at the highest dose activity change, negative = inhibition, usual class: inhibitors. 340,000 compounds, 1.3% hits; also: potency is read from the fitted curve at half-maximal effect; % is scaled to controls: 0 for no effect and ±100 for the full control effect
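Human Pol beta at 10 nM; strand-displacement substrate 50 nM final. Compound exposure 15 min at room temperature before start, reaction 10 min at room temperature.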
LDHA inh: qHTS assay for inhibitors of human lactate dehydrogenase. purified LDHA, NADH/diaphorase-resazurin fluorescence; stronger effect = lower value. activity change, % (values are at about 110 or 230 µM). 480,000 compounds, 0.15% hits; in the data active = activity change below about -30%; inconclusive = mostly about -25% to -30%;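 also: plate controls were DMSO wells for no effect and wells without enzyme for full effect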
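Resorufin fluorescence (ex540/em590), read at 0 and 20 min after diaphorase/resazurin addition, reports the NADH left after a 5 min room-temperature reaction of 2 nM human LDH5 with 0.06 mM NADH and 0.2 mM pyruvate.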
APE1 inh: qHTS Assay for Inhibitors of the Human Apurinic/apyrimidinic Endonuclease 1 (APE1). DNA repair nuclease/redox regulator APEX1 (Homo sapiens), P27695. recombinant APE1, TAMRA/BHQ-2 abasic DNA cleavage fluorescence. Potency, µM (doses to about 65.8 µM), for inactives: at the highest dose activity change, negative = inhibition, hits mostly inhibitors. 350,000 compounds, 0.35% hits. AID 2517, 2012;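 also: potency is read from the fitted curve at half-maximal effect; plate controls were vehicle for no effect and reference inhibitor for full effect; nearly all actives have a fitted effect of over 55% in size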
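Substrate: short duplex with […] THF abasic site, 5'-TAMRA and 3'-BHQ-2, 50 nM final. APE1 at 0.75 nM, preincubated 15 min RT with compound. Fluorescence increase from first to third read measured activity.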
Apoferritin bind: qHTS Assay for Identification of Novel General Anesthetics. Potency, µM (series often up to 77.5 µM), for the others: at the highest dose activity change, negative = displacement, hits mostly inhibitors. apoferritin/1-aminoanthracene competitive binding, fluorescence. 350,000 compounds, 0.074% hits. Ferritin light chain (Equus caballus), P02791. AID 485281, 2010; also: potency is read from the fitted curve at half-maximal effect; % is scaled to controls: 0 for no effect and ±100 for the full control effect; nearly all actives have a fitted effect of over 20% in size
Target sequence (P02791 2-175 limits assumed): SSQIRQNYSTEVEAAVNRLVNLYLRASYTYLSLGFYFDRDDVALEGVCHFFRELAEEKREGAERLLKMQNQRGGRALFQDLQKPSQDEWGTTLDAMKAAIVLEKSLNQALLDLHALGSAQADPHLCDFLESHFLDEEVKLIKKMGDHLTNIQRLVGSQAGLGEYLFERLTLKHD
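Horse-spleen apoferritin (10 uM) in 50% saturated 1-aminoanthracene in PBS was incubated 10 min at room temperature with compound. Fluorescence (ex 380, em 535 nm) was normalized to free and bound 1-AMA, with concentration-response fitted by a four-parameter Hill equation.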
ERG-DNA inh: qHTS for Small Molecule Inhibitors of the ERG Ets/DNA interaction. Transcriptional regulator ERG (Homo sapiens), P11308. fluorescence polarization, His-ERG Ets domain / labelled DNA. AID 624246, 2012. 370,000 compounds, 0.028% hits. Potency, µM (series often up to 76.9 µM), for inactives: top-dose FP activity, negative = inhibition, actives largely listed as inhibitors; active = well fitted inhibition curve with a large enough effect in the polarisation, with a control signal flat; inconclusive = small, poorly fitted or top-dose-only effect, or effect the other way, or a change in a side signal; inactive = no such curve, though single readings can be large or run the other way; the % refers to the polarisation;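 also: polarization taken with two DNA probes labelled with fluorescein and Texas red; potency is read from the fitted curve at half-maximal effect; % of control where 0% means no effect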
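His-tagged ERG Ets domain (1 uM in the protein solution; 300mM KCl, 50mM Tris-HCl, 1mM EDTA, 1mM DTT, pH 7.5) received compound, then a probe mix of 5 nM fluorescein-DNA and 100nM Texas-615-DNA. Fluorescence polarization was read for both dyes.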
Pol eta inh: qHTS for Inhibitors of Polymerase Eta; 390,000 compounds, 1.2% hits; recombinant Pol eta, fluorescent DNA replication assay; Potency, µM (highest dose often 114 µM), for inactives: at the highest dose activity change, negative = inhibition, usual class: inhibitors; DNA polymerase eta (Homo sapiens), Q9Y253; also: potency is read from the fitted curve at half-maximal effect; % is scaled to controls: 0 for no effect and ±100 for the full control effect
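Pol eta at 10 nM preincubated with compounds 15 min at room temperature; reaction started with fluorescent substrate (50 nM final) and read kinetically at 0 and 10 min.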
* hit, by the source's call; ? = inconclusive; · = not tested or not shown; & = joins results of further samples; [ ] = another dose, or the depositor's remark. Unless noted, calls follow the shape of the dose curve; as a rule, active = well fitted curve in the direction sought with a large enough effect; inconclusive = small, poorly fitted or top-dose-only effect, or another doubt; inactive = no such curve, though single readings can be large; an effect the other way counts as inactive or inconclusive. The list is partial; the hit share may differ from the screen's.

SMILES	RGS4 inh	POLK inh	12-LOX inh	Pol beta inh	LDHA inh	APE1 inh	Apoferritin bind	ERG-DNA inh	Pol eta inh
CC(=O)N1CCC(N(CCN2CCOCC2)C(=S)Nc2cc(C)ccc2C)CC1	-6.9%	-21.7%	9.7%	7.0%	-5.3	2.4%	-7.1%	-0.2%	1.3%
Cc1ccc(S(=O)(=O)N(C)C)cc1NC(=O)c1cc(=O)c2ccccc2o1	-12.9%	-12.3%	-15.8%	-10.5%	-4.8	28.7%	-17.6%	-10.8%	-4.9%
NC(=O)N/N=C/c1c(F)cccc1F	-7.5%	-6.9%	21.8%	9.8%	1.3	22.1%	-0.5%	2.6%	-9.5%
COc1ccc(CCNC(=O)NCc2noc3ccc(C)cc23)c(OC)c1	3.6%	-16.1%	-59.0%&3.9%	8.6%	-2.8&-7.8	·	-10.5%	-16.2%	-12.4%
COc1cccc2c(=O)cc(C)n(CC(=O)Nc3cccc(C)c3)c12	-7.6%	-5.2%	-7.8%	32.0%	-0.4	14.7%	-8.0%	-1.7%	-11.5%
CCc1cc(C(=O)N2CCN(S(=O)(=O)c3ccccc3F)CC2)sc1C	10.4%	-16.8%	9.1%	·	-5.9	-7.8%	·	20.1%	-0.8%
COc1ccc(-c2nn(-c3ccccc3)cc2C(=O)NC(=S)N2CCOCC2)cc1OC	-30.3%	2.7%	0.0%	·	-2.6	17.3%	·	6.8%	?
CCc1ccc(CNC(=O)CCN2C(=O)COc3ccccc32)cc1	32.3%	-4.6%[60.1 µM]	-14.7%	3.5%	-1.3	·	-5.1%	2.7%	-4.4%
O=c1cnnc(NCc2ccccc2)[nH]1	16.1%	-9.0%	-3.4%	-2.3%	3.7	1.2%	4.8%	-9.5%	3.8%
O=C(c1ccccc1)c1ccc2nc(Nc3ccccc3Cl)c3nncn3c2c1	5.4%	-17.7%[60.1 µM]	2.0%	5.6%	-5.0	·	-17.0%	-0.2%	-5.6%
Cc1ccc(-c2[nH]c3c(c2-c2c(-n4cccc4)n(C)c(=O)[nH]c2=O)c(=O)[nH]c(=O)n3C)cc1	9.0%	-6.2%	-15.2%	-0.6%	-7.2	·	1.0%	-0.2%	?
O/N=C1/CCCSc2ccccc21	3.7%	-6.1%	0.0%	43.1%	-4.3	?	?	5.1%	2.5%
C/C(=N\NC(=O)c1cccnc1)c1ccc(Br)cc1	-28.0%	-4.4%	-5.5%	45.7%	-2.1	41.5%	15.4%	-0.3%	-4.6%
COc1ccc(CCC(=O)NCc2ccc3c(c2)CCN3C(=O)c2ccccc2)cc1	22.0%	-7.8%[60.1 µM]	-1.3%	0.1%	-3.9	·	-8.8%	-4.8%	-7.7%
Fc1ccccc1-c1n[nH]c(=S)n1/N=C/c1c[nH]c2ccccc12	-29.7%	-1.3%	?	-0.4%	-4.0	-0.4%	-0.2%	1.4%	-14.5%
CNC(=O)C(=O)Nc1cc2c3c(c1)CCN3C(=O)CC2	19.3%	7.1%	14.8%	-4.9%	0.5	3.5%	-8.0%	2.5%	-11.0%
CCC(NC(=O)c1oc2ccccc2c1COC)c1ccc(OC)cc1 (centres undefined)	12.8%	-18.5%	-7.4%	-0.2%	-0.7	33.9%	-19.6%	-2.3%	-19.9%
O=C(NCc1ccccc1)C1CCN(S(=O)(=O)N2CCCCCC2)CC1	19.5%	-4.1%	-0.5%	-5.9%	-5.6	7.0%	2.1%	-13.2%	-5.4%
Cc1ccc(NC(=O)Cn2c(=O)n(Cc3ccco3)c(=O)c3ccccc32)c(C)c1	4.7%&12.9%	-12.8%&-14.0%	0.0%&0.0%	-2.8%&11.9%	-15.4&-7.4	-0.5%	-8.0%&-14.7%	12.2%&7.4%	-3.8%&5.5%
CC1CN(c2nc3ccccc3nc2SCC(=O)Nc2ccc(F)cc2)CC(C)O1 (centres undefined)	12.3%	-2.0%	4.1%	4.6%	-0.1	-13.9%	-10.6%	-14.5%	-16.6%
OCC1(CCCc2ccccc2)CCN(Cc2cnc(N3CCOCC3)s2)CC1	11.7%	-8.9%	-8.2%	-15.7%	-8.1	-0.5%	-6.2%	-0.9%	-15.3%
O=S(=O)(c1cccc(-c2cn3ccccc3n2)c1)N1CCCC1	27.9%[11.4 µM]	-0.1%	8.9%	25.8%	-10.7	-2.4%	-8.3%	-0.9%	0.2%
CC(=O)C1=C(O)C(=O)N(CCC(=O)O)C1c1ccccc1Cl (centres undefined)	24.2%	-17.7%	?	-22.3%	-4.4	-2.0%	-2.6%	0.4%	-9.3%
COc1ccc(F)cc1S(=O)(=O)n1cnc2ccccc21	13.9%	-1.8%	-6.8%	?	-7.5	18.7%	-2.8%	-12.5%	-3.4%
O=C(NNC(=O)c1cccs1)c1ccc(Cl)cc1	18.0%	0.9%	-5.7%	-16.3%	-8.0	-1.9%	-5.7%	-3.7%	-16.9%
Cn1ccnc1SC(C(=O)O)c1ccccc1 (centres undefined)	18.7%	-6.3%	?	-5.9%	-14.9	30.2%	-6.4%	-8.1%	-5.8%
Cn1c(N2CCCC2)nc2c1c(=O)[nH]c(=O)n2C	0.4%	-4.8%	0.0%	20.2%	-2.0	60.1%	-1.1%	4.1%	-5.7%
N#Cc1ccccc1CN1C(=O)S/C(=C/c2cccn2-c2cccc(C(=O)O)c2)C1=O	-27.1%	?	29.1%	11.2µM*	-10.2	?	?	-0.5%	3.16µM*
c1ccc(Oc2c3ccccc3nc3ccccc23)cc1	-52.6%	2.8%	·	-0.2%	-5.1	-5.2%	51.9%[activator]	-3.3%	-4.5%
S=C1NC[C@H](CC2CCCCC2)N1CCCCC1CCCCC1	7.7%	-3.6%	-125.2%	7.6%	-4.0	-1.1%	-10.7%	4.7%	-10.7%
Cc1cc(C)n(CC(=O)O)c(=O)c1[N+](=O)[O-]	21.5%	-6.8%	-7.4%	-2.1%	-2.2	0.7%	4.4%	7.1%	6.3%
Cc1cccc2c(C(=O)n3cccn3)cc(-c3ccccc3Cl)nc12	-33.6%	-5.6%	-21.8%	?	-6.3	1.7%	20.2%	0.7%	?
CC(C)(C)Nc1nc(N)nc(Cl)n1	0.6%	-7.2%	-4.4%	32.8%	-2.8	8.4%	-17.9%	4.8%	3.5%
Cc1nnc(NC(=O)c2ccc(-c3ccc([N+](=O)[O-])cc3)o2)s1	-2.4%	2.1%	-13.6%	22.8%	-0.9	4.3%	-0.6%	-8.5%	11.5%
CCOc1ccc(CCNC(=O)CCCc2cc(-c3ccc(OCC)cc3)on2)cc1	23.1%	-13.2%	-0.9%	23.7%	-7.1	·	-0.1%	0.0%	-8.6%
COc1ccc(-c2c(C)[nH]n3c(=O)c(Cc4ccccc4)c(C)nc23)cc1OC	-5.7%	-11.6%	0.0%	-12.2%	5.5	2.3%	-6.3%	-1.4%	-17.5%
CC1(C)Cc2c(C#N)c(SCC(=O)c3ccccc3)nc(N3CCOCC3)c2CS1	-21.7%[11.4 µM]	-7.3%	-29.0%	-6.4%	-11.6	-4.2%	-2.2%	2.0%	-18.4%
Cc1[nH]c2ccccc2c1C(=O)CN1CCN(c2ccc(Cl)cc2)CC1	-9.5%[56.9 µM]	0.6%	-22.6%	-1.7%	-1.7	20.9%	-11.3%	3.8%	-8.1%
CCC(=O)Oc1ccc(C2Nc3ccccc3-c3nnc(SC)nc3O2)cc1 (centres undefined)	0.2%	0.0%	-23.5%	2.8%	3.6	·	-13.0%	2.0%	-12.6%
COc1ccc(OC)c(NC(=O)c2cc(-c3ccc(Cl)s3)nc3ccccc23)c1	-1.2%	-1.8%	-16.1%	18.9%	0.2	·	-10.0%	-1.2%	-14.3%
CCOc1ccc(OCCn2c(=S)[nH]c3c(N)ncnc32)cc1	?	0.8%	?	?	-5.4	-10.2%	-6.4%	-3.0%	-21.2%
O=C(NCCCCc1ccccc1)NC[C@@H]1CC[C@@H](Cc2ccc(-c3ccccc3)cc2)O1	4.5%	1.0%	-31.3%	·	-0.1	-17.0%	·	0.8%	-1.6%
COc1ccc(NC(=O)CC2C(=O)N(c3ccc(Cl)cc3)C(=S)N2NC(=O)c2cccc(F)c2)cc1 (centres undefined)	-41.7%	-3.6%	-1.0%	-1.1%	-6.4	-1.3%	-20.9%	·	?
FC(F)(F)c1ccc(NC(=S)NC2CCCCC2)cc1	11.5%	3.5%	-14.8%	4.4%	-0.7	-6.7%	-15.4%	9.5%	-16.7%
Nn1c(SCc2ccc(F)cc2)nnc1-c1ccccn1	10.4%	-0.8%	195.7%[activator]	37.6%	-2.5	6.6%	-7.7%	-30.4%	-15.8%
